mcGAS lum = mouse cGAS inhibition by luminescence | recombinant cGAS, Kinase-Glo ATP depletion luminescence | inhibition, % at 12.5 µM | 0.15% of 160,000 active | AID 1259399;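 further: 0% = negative control wells and 100% = reference inhibitor with no enzyme activity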
hcGAS inh = blocks human cGAS activity. Q8N884. recombinant h-cGAS, ATP depletion, Kinase-Glo luminescence. inhibition, % at 12.5 µM. 0.081% of 290,000 active;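 further: 0% = vehicle reaction and 100% = reaction without DNA for no activity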
Target sequence (Q8N884 whole entry, looked up): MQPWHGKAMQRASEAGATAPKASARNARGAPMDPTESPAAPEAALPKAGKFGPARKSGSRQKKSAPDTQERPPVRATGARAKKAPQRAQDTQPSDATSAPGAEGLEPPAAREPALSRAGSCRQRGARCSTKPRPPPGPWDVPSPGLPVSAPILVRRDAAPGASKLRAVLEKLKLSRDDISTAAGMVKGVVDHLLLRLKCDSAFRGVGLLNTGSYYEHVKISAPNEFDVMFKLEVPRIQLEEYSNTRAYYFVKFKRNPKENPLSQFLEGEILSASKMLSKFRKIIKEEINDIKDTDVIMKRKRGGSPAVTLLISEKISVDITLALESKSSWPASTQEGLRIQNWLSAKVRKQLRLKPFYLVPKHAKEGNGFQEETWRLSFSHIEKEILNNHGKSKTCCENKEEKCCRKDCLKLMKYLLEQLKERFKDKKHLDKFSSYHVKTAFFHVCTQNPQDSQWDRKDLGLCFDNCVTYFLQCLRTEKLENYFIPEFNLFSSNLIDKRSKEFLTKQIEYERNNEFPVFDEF
NPYLR7 agonist = activates Aedes aegypti NPYLR7 receptor | HEK293T NPYLR7/Galpha15, GCaMP6s calcium fluorescence | 0.15% of 270,000 active | AID 1259423 | activation, % at 10 µM; in the data active means activation above about 40%;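 further: 0% = vehicle and 100% = reference agonist at the receptor; some compounds past the cut are filed as inactive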
The depositor's hits bear a star; x = not tested or not shown; & = joins results of further samples. Unless noted, no stated cut-off is given here; in the data, active means inhibition above about 40%; inactive means the rest. Random draw from the library. Share with any hit: about 0.29%.

Each structure is followed by: NPYLR7 agonist | mcGAS lum | hcGAS inh
Cc1cc(C(=O)N(Cc2cccnc2)CC2CCN(Cc3ccccc3C)CC2)no1
  4 | -2 | 3
O=C(NCc1ccc2c(c1)OCO2)c1cccnc1N1CCN(C(=O)c2ccc(OC(F)F)cc2)CC1
  23 | -6 | -6
CCn1c(C2CCCN(C(=O)c3nc4ccccc4s3)C2)nn(C)c1=O (stereo not drawn)
  -3 | x | -2
O=C(CCC1CCCN(Cc2cc3ccccc3o2)C1)Nc1ccccc1F (stereo not drawn)
  13 | -10 | -9
COc1ccnc(NCC(C)(C)N2CC(C)OC(C)C2)n1 (stereo not drawn)
  0 | x | -6
CCC(=O)NCCc1csc2nc(-c3ccccc3C)nn12
  9 | -5 | 2
CCOC(=O)/C(C#N)=C1/Sc2ccccc2N1C
  -2 | x | 2
CCN1CCN(C(=O)c2ccc(CSc3nc(Cl)cc(N4CCC(Cc5ccccc5)CC4)n3)cc2)CC1
  -4 | -6 | -16
COc1cc2c(cc1OC)C(=O)N(C)C1(N2)C(=O)Nc2ccc(C(C)C)cc21 (stereo not drawn)
  10 | -13 | -6
Cc1nc(CS(=O)(=O)CCCC(=O)N(C)C)sc1C
  3 | x | -6
O=C(/C=C/c1ccncc1)NS(=O)(=O)N1CCN(Cc2ccccc2)CC1
  -7 | -17 | -10
COc1cccc(CSc2nnc(C(C)NC(=O)C(C)(C)CCl)n2-c2ccc(C)cc2)c1 (stereo not drawn)
  -6 | -4 | -5
COc1cc(OC)c(CNC(=O)c2c(C)noc2-c2ccc(C(C)(C)C)cc2)c(OC)c1
  24 | -6 | -5
CC(NC(=O)Nn1cnc2ccccc21)c1ccccc1Br (stereo not drawn)
  -4 | -12 | 1
CNC(=O)NC(=O)C(C)NC1C2CC3CC(C2)CC1C3 (stereo not drawn)
  0 | x | -3
O=C1c2c(-c3ccccc3)nc3ccccc3c2C(=O)N1CCCn1ccnc1
  -9 | -5 | -7
CCS(=O)(=O)c1ccc2oc(-c3cccc(C)c3OS(=O)(=O)c3ccc(C)cc3)nc2c1
  -1 | -5 | 1
CC(C)Cc1csc2nc(Cc3coc(-c4cccs4)n3)[nH]c(=O)c12
  -1 | -13 | -3
COc1ccc(NC(=O)CN2C(=O)c3ccc([N+](=O)[O-])cc3C2=O)cc1
  -7 | 1 | 0
OC1CCN(c2cc3ccccc3c(Cl)n2)CC1
  8 | x | -6
COc1ccc(-c2cc(C(=O)O)nc3c(-c4ccccc4)c(C)nn23)cc1
  -5 | x | 5
O=C(CSc1c(-c2ccccc2)[nH]c2ccccc12)N1CCCCC1
  -5 | x | -5
COc1cccc(CN(C)CC2(CO)CC2)c1F
  7 | x | -8
CN1N=C(C(=O)NC(c2cccs2)C2CCCC2)CCC1=O (stereo not drawn)
  2 | x | -4
C=CCn1c(CCCCCN2C(=O)c3cccc4cccc(c34)C2=O)n[nH]c1=S
  2 | x | -2
CCCc1nc(N2CCN(C(=O)CCC3CCCC3)CC2)c2c(-c3ccc4ccccc4c3)noc2n1
  16 | -6 | -3
Cc1ccc(-c2nc(OCC(C)C)nn2-c2ccc(N)cc2)cc1
  -4 | -7 | -10
Cc1ccc(C)n1C1CCN(C(=O)c2ccc3c(c2)CCC3)CC1
  -3 | x | -9
CC(C)=C1C2C=CC1C1C(=O)N(c3ccccc3C#N)C(=O)C21 (stereo not drawn)
  -10 | -5 | -2
O=C(c1ccco1)N1CCN(C(C(=O)N2CCOCC2)C2CCCC2)CC1 (stereo not drawn)
  -7 | -5 | -4
NC(=O)NCCC(=O)N1CCOC(Cc2cccc(F)c2)C1 (stereo not drawn)
  -1 | -8 | -3
O=C(CC1CSc2nccc(=O)n21)Nc1ccc(Oc2ccccc2)cc1 (stereo not drawn)
  -1 | x | 0
Cc1cc(C)n2c(C(=O)N3CCC4(CCCN(C)C4=O)C3)nnc2n1 (stereo not drawn)
  -4 | x | -9
Clc1cccc(-c2cc3nc(NCCOc4ccccc4)ccn3n2)c1
  -3 | -6 | -3
COc1ccccc1C(C)(C)NCCCN1CCOC1=O
  3 | x | -8
COc1cc2c(cc1OC)CN(C(=O)c1ccc(-c3cc(-c4ccc(Cl)cc4Cl)[nH]n3)cc1)CC2
  28 | -4 | -3
C=C(C)CNc1nc2nonc2nc1NC1CC1
  -3 | -3 | -4
CCOc1ccc(-n2nnc(C(=O)OCc3nc(-c4ccccc4OC)oc3C)c2C)cc1
  8 | -8 | -9
CCCN(CC(=O)Nc1cc(-c2ccccc2)nn1-c1ccc(C)cc1C)C(=O)Nc1cccc(Br)c1
  -2 | -6 | -2
O=C(NC[C@H]1C[C@H]2C=C[C@H]1C21CC1)c1cnc(N2CCOCC2)nc1
  5&13 | x | 3&1
CC(O)CN(Cc1ccco1)Cc1ccc(F)cc1F (stereo not drawn)
  -4 | -10 | -11
COC(=O)C(CNC(=O)c1cc(C#N)cn1C)Cc1ccccc1C (stereo not drawn)
  1 | x | 6
C=CCOCC(O)CN(Cc1c(C)nn(-c2ccccc2)c1Oc1cccc(C)c1)C(C)C (stereo not drawn)
  7 | -6 | -3
Cc1ccccc1-c1cccc(C(=O)N2CCN(C)C3(CCN(C)CC3)C2)c1
  -3 | x | 32
CCOC(=O)c1c(NC(=O)CCCCC(=O)OC)c(-c2ccc(OC)c(OC)c2)cn1Cc1ccccc1
  11 | -5 | 0
O=C1CC(N2CCN(S(=O)(=O)c3ccccc3[N+](=O)[O-])CC2)C(=O)N1c1ccc(F)cc1 (stereo not drawn)
  7 | -6 | -3
CCN(CC)c1c(C)nc2ccc(C(=O)N3CCCC(C(N)=O)C3)cn12 (stereo not drawn)
  -4 | -1 | -3
CCCc1nc(N2CCCN(C(=O)Nc3ccc(Cl)cc3Cl)CC2)c2c(-c3cccc(C(F)(F)F)c3)noc2n1
  17 | -7 | -7
Cn1cnnc1CCc1nn2c(C3CCCC3)nnc2s1
  3 | x | -6
C=CCNc1ncnc2c1nnn2CC
  11 | x | -8
CN(C)c1nc2c(c(=O)[nH]1)CCN(C(=O)c1cn[nH]c1C1CCCCC1)C2
  3 | x | -3
O=C(NC1=NCCS1)c1cc(Cl)ccn1
  2 | x | -7
CCc1c(C)nc(-n2nc(C)cc2NC(=O)c2ccc(OC)cc2)[nH]c1=O
  11 | -8 | -13
COc1ccc(-c2cccc(-n3cncc3C(=O)NC3CC(C)CC(C)(C)C3)c2)cc1OC (stereo not drawn)
  9 | 1 | 0
CC(C)c1csc(CN2CCCC(CNC(=O)c3n[nH]c4ccccc34)C2)n1 (stereo not drawn)
  5&20 | -14 | -8&-10
Cc1noc(C)c1CCC(=O)N1CCCC1c1cccs1 (stereo not drawn)
  24 | x | -5
Cc1nc(C)n(CC(=O)N2CCc3c([nH]c4ccccc34)C2C2CCCCC2)n1 (stereo not drawn)
  20&-6 | -11&-4 | -7&-1
O=C(c1cncc(-c2ccc3c(c2)OCO3)n1)N1CCOCC1
  13 | x | -7
O=C(COC(=O)C1CC(=O)N(c2nc(-c3ccccc3)cs2)C1)c1ccc(Br)cc1 (stereo not drawn)
  -9 | x | -1
O=C(O)c1c(C(=O)O)c2ccccc2[nH]c1=O
  2 | -5 | -4

Going on with the list:
Each structure is followed by: NPYLR7 agonist | mcGAS lum | hcGAS inh
CCOc1ncccc1CNC(=O)C1CCCN(CC(N)=O)C1 (stereo not drawn)
  14 | x | -7
N#CCCN(Cc1ccccc1)C(=O)C1CC1(c1ccccc1)c1ccccc1 (stereo not drawn)
  0 | -4 | -5
COCC(=O)N1CCC(C(=O)NC2CCCCCC2)CC1
  x | -1 | 1
COc1ccc(C(C2Sc3ncnn3C2=O)N2CCCCC2)cc1OC (stereo not drawn)
  5 | -5 | -3
Cc1ccccc1OCC(=O)N1CCC(n2nc(-c3ccccc3)cc2-c2ccccc2)CC1
  -4 | -6 | -3
N#CC(=Cc1ccsc1)C(=O)NCc1ccco1
  3 | -2 | -4
CCOC(=O)CSCC(=O)Nc1c(C)nn(-c2ccc(C)cc2)c1C
  4 | x | -4
Cc1cc(=O)[nH]c(-n2nc(-c3cccs3)cc2NC(=O)COc2ccc(Cl)cc2Cl)n1
  1 | x | -3
COCCN(CC1CNCCO1)C(=O)c1ccc(C)cc1 (stereo not drawn)
  21 | x | -8
CN(C)CCCn1ccc2c(nnc3c(-c4ccccc4)cnn32)c1=O
  5 | x | -8
Nc1n[nH]c(C(=O)N2CCCC2)n1
  2 | -8 | -12
Nc1cc(-c2cccc(Cl)c2)nn1-c1ccc(C(=O)N2CCCC3CCCCC32)cc1 (stereo not drawn)
  -6 | -4 | -7
COc1cc(-c2cc(C(=O)N3CCCCC3C)c3ccccc3n2)cc(OC)c1OC (stereo not drawn)
  4 | 1 | 5
O=S(=O)(Nc1cccc(C2OCC3(CO2)CC2C=CC3C2)c1)c1ccccc1 (stereo not drawn)
  -7 | x | -3
c1ccc(CSc2ncc(C3NCCc4[nH]cnc43)cn2)cc1 (stereo not drawn)
  14 | x | -1
COc1ccccc1CNC(=O)Cn1cnc2c([nH]c3ccc(C)cc32)c1=O
  3 | -10 | -6
CCN(CC)C(=O)CSc1nc(-c2ccc(Cl)cc2)nc2c1Cc1c(CO)cnc(C)c1O2
  4 | -4 | -6
CCc1ccccc1NC(=O)CN1CCN(C(=O)c2[nH]c3c(c2C)C(=O)CCC3)CC1
  -3 | x | 3
CC(NS(=O)(=O)c1cccs1)C(=O)N(C)CCC#N (stereo not drawn)
  1 | x | -9
COc1ccc(N2CC3=C(C2=O)C(c2ccc(F)cc2)NC(=O)N3C)cc1 (stereo not drawn)
  x | -10 | -4
CNC(=O)CSc1cn(CC(=O)N2CCCCCC2)c2ccccc12
  -7 | -3 | 3
O=C1c2c(Cl)c(Cl)c(Cl)c(Cl)c2C(=O)N1c1ccc(-c2nc3ccccc3o2)cc1
  31 | -5 | -5
c1coc(-c2noc(CNCc3ccccc3Cn3cccn3)n2)c1
  1 | x | -5
CN(CC(=O)N=c1sc2ccccc2n1C)S(=O)(=O)c1cccs1
  -2 | x | -3
CCCCN(CC(=O)N(CCc1c[nH]c2ccccc12)Cc1ccc(F)cc1)C(=O)Nc1c(C(C)C)cccc1C(C)C
  -8 | -4 | -9
CC(C)(C)NC(=O)N1CCn2cccc2C1c1ccc(Br)cc1 (stereo not drawn)
  4 | x | -3
O=C1C2C3C=CC(C3C3=CCCC3)C2C(=O)N1c1cccc([N+](=O)[O-])c1 (stereo not drawn)
  6 | -4 | -6
CC(CCc1ccc2c(c1)OCO2)=NNC(=S)NC(C)C
  -7 | x | -2
O=C(NNC(=O)c1cc(Cl)ccc1O)c1ccc(S(=O)(=O)NCc2ccco2)cc1
  -4 | -2 | 3
CC(c1cccc(-c2ccc(C(=O)O)o2)c1)N(C)C (stereo not drawn)
  14 | x | -4
O=C(NC1=NCCCCC1)c1ccccc1
  16 | x | -9
O=C(Nc1ccc(NS(=O)(=O)Cc2ccc(F)cc2)cn1)C1CC1
  -3 | x | 12
Cc1cccc(-n2nc(C)c3c(C(F)(F)F)cc(C)nc32)c1
  0 | x | -13
Cc1cccnc1N1CCN(Cc2cccc(Cn3cccn3)c2)CC1
  10 | x | -7
COc1cc(-c2nnc(CSc3nncs3)o2)cc(OC)c1OC
  11 | x | -3
Cc1nnc(SCCn2c(N3CCCCC3)nc3c2c(=O)n(C)c(=O)n3C)s1
  x | -2 | 2
CNC(=O)NC(=O)CSc1ccccn1
  -9 | -3 | -5
Cc1ccc(CN(C)S(=O)(=O)N(C)CCC#N)cc1
  8 | x | -6
O=C(CCc1ccc(F)cc1)N1C[C@H]2C[C@H](O)[C@@H](O)C[C@H]2C1
  x | -14 | -11
CCN1CCN(Cc2nc3c(c(=O)n(C)c(=O)n3C)n2CC(N)=O)CC1
  7 | x | -4
Cc1ccccc1CN(C)C(=O)C(C)[n+]1cccc(O)c1 (stereo not drawn)
  4 | x | -7
CCOC(=O)c1cccnc1Oc1cccc(NC(=O)/C=C/c2ccoc2)c1
  -4 | -4 | -5
O=C(CSc1nc(-c2cccc(Cl)c2)cc(=O)[nH]1)Nc1oncc1-c1ccccc1
  0 | -7 | -3
CCc1ccc(S(=O)(=O)N2CCN(c3ccc(-c4ccco4)nn3)CC2)s1
  0 | x | -2
Cc1cccc(C(=O)N2CCCC(OCc3ccccc3C)C2)c1 (stereo not drawn)
  -8 | -3 | -2
CC(C)(C)P(=NC(=O)C(F)(F)F)(N1CCCCC1)N1CCCCC1
  1 | x | 2
Cc1nc(-c2ccc(C(=O)N(CC#N)Cc3ccccc3)cc2)n[nH]1
  -3 | x | 1
CC(O)(CN1CCCC(c2noc(C3CC3)n2)C1)c1ccccc1 (stereo not drawn)
  1 | x | -4
CCC1CN(CCC(=O)N2CCN(Cc3nccn3C)CC2)Cc2cc(OC)ccc2O1 (stereo not drawn)
  8 | -23 | -6

Part of the list above in order of count of non-hydrogen atoms, low to high:
Each structure is followed by: NPYLR7 agonist | mcGAS lum | hcGAS inh
Cc1ccccc1CN(C)C(=O)C(C)[n+]1cccc(O)c1 (stereo not drawn)
  4 | x | -7
CC(C)(C)P(=NC(=O)C(F)(F)F)(N1CCCCC1)N1CCCCC1
  1 | x | 2
Cc1nc(-c2ccc(C(=O)N(CC#N)Cc3ccccc3)cc2)n[nH]1
  -3 | x | 1
CCc1ccc(S(=O)(=O)N2CCN(c3ccc(-c4ccco4)nn3)CC2)s1
  0 | x | -2
CCOC(=O)c1cccnc1Oc1cccc(NC(=O)/C=C/c2ccoc2)c1
  -4 | -4 | -5
O=C(CSc1nc(-c2cccc(Cl)c2)cc(=O)[nH]1)Nc1oncc1-c1ccccc1
  0 | -7 | -3
